# QS inhibitor: blocks AIP-induced quorum sensing reporter in S. aureus; S. aureus RN6390 RNAIII-GFP reporter, flow cytometry 3 h; inhibition, % at 2 µM; 24,000 compounds, 0.3% hits;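 active means share of bacteria positive for the green fluorescent reporter and its mean brightness both inhibited by 50% or more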;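 further: 0% = AIP-stimulated control and 100% = unstimulated bacteria without AIP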
# QS inhibitor GFP MFI %: also measured in QS inhibitor; calls as there; inhibition, %; measured here: inhibition of GFP MFI
# * hit, by the source's call. An excerpt (hit frequency here may not be typical).
QS inhibitor	QS inhibitor GFP MFI %	molecule
0	-6	COc1ccccc1C(=O)Nc1ccccc1C(=O)N1CCCC1
-2	-20	COC(=O)c1ccccc1NC(=O)C1CC(c2ccc(F)cc2)=NO1 (stereo not given)
8	20	COc1ccccc1S(=O)(=O)Cc1ccc(C(=O)NC2CCCCC2)o1
4	4	Cc1ccc2c(c1)N(CCC(=O)NCc1ccccn1)C(=O)CO2
5	24	COc1cccc(C2C(C(N)=O)=C(C)Nc3nc(-c4cccc(Cl)c4)nn32)c1 (stereo not given)
2	26	CC1COC(c2cccn2Cc2ccccc2Cl)=N1 (stereo not given)
-1	2	Fc1cccc2sc(Nc3nnc(-c4ccco4)o3)nc12
3	18	CC(C)C(NC(=O)C1CCCCC1)C(=O)N1CCN(c2ccc(F)cc2)CC1 (stereo not given)
3	13	COC(=O)c1ccc2c(c1)N(Cc1nc(-c3ccc(Cl)cc3)oc1C)C(=O)C1CCCN21 (stereo not given)
-6	-29	Cn1c(C(=O)N2CCCc3ccccc32)cc2c(=O)n3ccccc3nc21
-4	-9	CN(C(=O)COc1cc(=O)n(C)c2ccccc12)c1cccc(Cl)c1
0	6	COCCNC(=O)C(c1cccs1)N(C(=O)Cn1nnc2ccccc21)c1ccccc1 (stereo not given)
-1	-3	COc1cccc(-c2cc(C(F)(F)F)n3nc(N)nc3n2)c1
3	19	O=C(C1CCCN(S(=O)(=O)c2ccc(F)cc2)C1)N1CCCC1 (stereo not given)
-4	-7	O=C(NCC(c1cccnc1)N1CCN(c2ccccc2F)CC1)c1ccco1 (stereo not given)
-2	-1	CCSc1nnc(NC(=O)c2ccccn2)s1
2	14	CC(C)CCn1c(=O)c2ccccc2n2c(CN(C)Cc3ccccc3)nnc12
-3	-8	CCOc1ccc(OCC)c(NC(=O)CN(c2ccc(C)cc2)S(=O)(=O)c2c(C)noc2C)c1
0	-3	CC1=CCC2C(=O)N(c3nc(C)cc(C)n3)C(=O)C2C1 (stereo not given)
2	8	CCOc1ccc(N2C(=O)c3cccnc3C2=O)cc1
0	5	COc1ccc(OCc2nnc3n2N=C(c2ccc(OC)cc2)CS3)cc1
-1	2	Cn1c(=O)oc2cc(S(=O)(=O)NCCC(=O)NC3CCCC3)ccc21
0	3	CC(=O)c1ccc(OCC(O)CN2CCN(CCO)CC2)cc1 (stereo not given)
1	7	COc1cc(-c2nnc(SCC(=O)c3ccc(C)cc3)o2)cc(OC)c1OC
4	6	O=c1c2ccccc2n(Cc2ccc(Cl)cc2)c(=O)n1Cc1ccco1
0	1	O=C(O)CSC(NC(=O)c1cccnc1)(C(F)(F)F)C(F)(F)F
0	-12	COc1ccc(-c2cc(C(F)(F)F)nc(N3CCN(c4ccccc4)CC3)n2)cc1OC
0	-3	COc1ccc(OCC(=O)Nc2ccc(N3CCOCC3)c(Cl)c2)cc1
0	0	O=C(Cn1cnc2c(nnn2-c2ccc(F)cc2)c1=O)NCc1ccco1
0	7	CCC(=O)c1ccc(N2CCN(C(=O)c3ccc(Br)cc3)CC2)c(F)c1
0	-4	C=CCn1c(N)c(C(=O)OC(C)(C)C)c2nc3ccccc3nc21
-1	-2	C=CCc1ccccc1OCCCCN1CCCC1
0	-15	Cn1c(Cn2c(=O)sc3ccccc32)nnc1SCC(=O)NCc1ccc(F)cc1
-3	-13	CCOc1ccc(N(CC(=O)NC2CCCC2)S(=O)(=O)c2c(C)noc2C)cc1
-5	-4	N#CCSc1nc2ccccc2c(=O)n1CCC(=O)NCCc1ccccc1
0	4	O=C(C1CCN(S(=O)(=O)c2cccc3cccnc23)CC1)N1CCN(Cc2ccccc2)CC1
14	57	O=C(c1ccco1)N1CCN=C1SCc1ccc(F)cc1
2	20	COc1ccccc1S(=O)(=O)Cc1ccc(C(=O)N2CCCC2)o1
4	-41	CCOCCCNC(=O)C(c1ccc(Cl)cc1)N1CCN(c2ccccc2)CC1 (stereo not given)
-4	-9	COC(=O)c1cccc(NC(=O)CSc2nnc(COc3ccc(C#N)cc3)n2-c2ccccc2)c1
0	2	CC(C)(C)c1ccc(OCC(=O)O)cc1
-2	-2	CCC(=O)N1c2ccc(S(=O)(=O)CCC(=O)Nc3nccs3)cc2CC1C (stereo not given)
-15	-17	COCCCNC(=O)C1C2C=CC3(CN(Cc4ccc(C)cc4)C(=O)C13)O2 (stereo not given)
-4	0	CCOC(=O)N1CCC(Nc2c(NCCN3CCN(Cc4ccccc4)CC3)c(=O)c2=O)CC1
15	35	Cn1c(Cn2c(=O)sc3ccccc32)nnc1SCc1ccccc1
-3	-12	O=C(Cc1ccc(-n2c(=O)[nH]c3ccccc3c2=O)cc1)N1CCN(c2ccccc2)CC1
0	0	CCN(CC)CCNC(=O)c1ccc(N2CCCCC2)c(NS(=O)(=O)c2ccc(C)cc2)c1
3	15	COc1cccc(-c2cc(C(=O)NCc3ccc(Cl)cc3)no2)c1
-2	-2	CC(C)C(=O)Nc1ccc2c(c1)nc1n2CCSC1
9	16	CCOC(=O)Cn1c(=O)n(Cc2ccco2)c(=O)c2ccc(C(=O)NCCc3ccccc3)cc21

# (listing goes on)
QS inhibitor	QS inhibitor GFP MFI %	molecule
1	8	COC(=O)c1c(-c2ccc(F)cc2)noc1N
-15	-38	O=C(CCCn1c(SCC(=O)NC2CCCC2)nc2ccccc2c1=O)NCC1CCCO1 (stereo not given)
4	3	Cc1noc(NS(=O)(=O)c2ccc(N3C(=O)c4ccccc4C3=O)cc2)c1C
0	-4	CN(C)C(=O)c1nnc(Cc2ccc(Cl)cc2)o1
-2	-2	CCOC(=O)C1CCCN(C(=O)CN2C(=O)COc3ccc(C(C)(C)C)cc32)C1 (stereo not given)
0	8	Cc1cccc(C(OC(=O)c2ccco2)C(=O)NCc2ccccc2)n1 (stereo not given)
0	-9	c1n[nH]c(SCCCCSc2ncn[nH]2)n1
-2	3	CCOCCCN1CC(C(=O)NCCc2ccc(C)cc2)CC1=O (stereo not given)
0	2	CCOc1ccccc1C1CC(c2ccc(Br)cc2)Nc2nc(N)nn21 (stereo not given)
-8	-13	CCC1CCCCN1CCNC(=O)CNS(=O)(=O)c1ccc2nc(C)sc2c1 (stereo not given)
0	-2	Cc1ccc(-n2ncc3c(=O)n(CC(=O)NC4CCCCC4)cnc32)cc1
-2	-23	O=C(NCc1ccccn1)/C(=N/O)c1ccccc1
-2	-7	CC(=O)c1cc2c(cc1NC(=O)CN1CCOCC1)OCO2
0	16	O=C(NCCC1=CCCCC1)C1CC(=O)N(C2CCCCCC2)C1 (stereo not given)
-4	-33	O=C(CSc1nc2ccccc2c(=O)n1Cc1ccco1)NCc1ccccc1
28	42	COc1ccc(NC(=O)c2nc3nc(C)cc(C(F)F)n3n2)cc1OC
3	11	O=C(c1noc2c1CCCCC2)N1CCOCC1
-1	-14	Cc1ccc(CNC(=O)CSc2n[nH]c(N)n2)cc1
3	13	CCCNC(=O)C(Cc1ccccc1)NS(=O)(=O)c1ccc2c(c1)CCC(=O)N2 (stereo not given)
-4	-6	O=C(CN1CCOc2ccccc21)NCc1cccs1
-4	-9	Cc1nn(C)c(C)c1NC(=O)CCSc1nc(-c2ccco2)cc(C(F)(F)F)n1
5	19	COc1ccc(C)cc1NC(=O)CN1CCN(S(=O)(=O)c2ccc(Cl)cc2)CC1
0	-3	CSc1sc(C)cc1C1C(C#N)=C(N)N(c2cccnc2)C2=C1C(=O)CC(C)(C)C2 (stereo not given)
0	21	Oc1ccc2[nH]cnc2c1CN1CCCCC1
5	12	Cc1ccc2cc(C(c3nnnn3C3CCCC3)N3CCN(c4ccc(F)cc4)CC3)c(=O)[nH]c2c1 (stereo not given)
-3	-9	CCN1C2=NCCCN2c2cc(C)c(C)cc21
0	0	COCCCNC(=O)CCn1c(=O)c2ccccc2n(CC(=O)Nc2c(C)cccc2C)c1=O
-1	0	CC(=O)N1c2c(cc(Br)cc2S(=O)(=O)N2CCN(c3ccccn3)CC2)CC1C (stereo not given)
-1	0	COc1ccc(C2=NOC(C(=O)NCc3ccco3)C2)cc1OC (stereo not given)
-4	-13	Cc1cc(C)cc(NC(=O)CCn2ccnc2C)c1
0	17	CCOC(=O)c1ccc(N2C(=O)CC(NC3CCN(C(=O)c4ccc(F)cc4)CC3)C2=O)cc1 (stereo not given)
-4	-19	Cc1cccc(C)c1NC(=O)C(c1ccccc1)N1CCC2(CC1)OCCO2 (stereo not given)
0	4	COc1cc(S(=O)(=O)N(C)C)ccc1F
9	22	O=C(CSc1nnc(Cn2c(=O)sc3ccccc32)n1-c1ccccc1)NCC1CCCO1 (stereo not given)
0	1	O=C(CCN1C(=O)COc2ccccc21)NCc1cccs1
-10	-30	COCC(=O)N(C)c1nnc(-c2ccccn2)s1
-3	-13	COc1ccccc1-c1cc(C(=O)NCCN2CCOCC2)no1
-12	-29	CC1CCN(C(=O)CSc2nnc(CNC(=O)c3ccco3)o2)CC1
2	11	COc1ccc(C2C(C(=O)Nc3ccccc3OC)=C(C)Nc3nnnn32)c(OC)c1 (stereo not given)
-5	-1	C=C(C)c1cccc(C(C)(C)NC(=O)Nc2ncccn2)c1

# Given with two lines to a compound: two of the compounds above
# Below each compound: QS inhibitor, QS inhibitor GFP MFI %
> CCOC(=O)Cn1c(=O)n(Cc2ccco2)c(=O)c2ccc(C(=O)NCCc3ccccc3)cc21
→ 9, 16
> C=CCn1c(N)c(C(=O)OC(C)(C)C)c2nc3ccccc3nc21
→ 0, -4

# Taken from above.
# COc1cc(S(=O)(=O)N(C)C)ccc1F in QS inhibitor GFP MFI % has 4
# O=C(CCN1C(=O)COc2ccccc21)NCc1cccs1 in QS inhibitor has 0
# CCOC(=O)c1ccc(N2C(=O)CC(NC3CCN(C(=O)c4ccc(F)cc4)CC3)C2=O)cc1 (stereo not given) in QS inhibitor has 0
# COc1ccccc1-c1cc(C(=O)NCCN2CCOCC2)no1 in QS inhibitor has -3
# C=C(C)c1cccc(C(C)(C)NC(=O)Nc2ncccn2)c1 in QS inhibitor has -5

# Going on with the list.
QS inhibitor	QS inhibitor GFP MFI %	molecule
-1	16	O=C(O)c1cc(/C=N\O)ccc1OCc1ccccc1
-2	0	CCOC(=O)NC(=O)CSc1nnnn1-c1ccc(Cl)cc1
-15	-52	N#Cc1ccccc1-n1c(N)c(C(=O)N2CCCC2)sc1=S
-1	-39	Cc1nonc1NC(=O)Nc1cccnc1
2	8	COc1cccc(Cn2nnc(C(=O)Nc3cc(C)ccc3OC)c2N)c1
1	-3	NC(=O)c1cc(Cl)cn(-c2ccccc2)c1=O
10	22	Cc1cccc(-c2nc(CSCC(=O)N3CCN(c4ccccn4)CC3)c(C)o2)c1
-8	-22	COc1ccc(N(CC(=O)Nc2nccs2)S(=O)(=O)c2c(C)nn(C)c2C)cc1
-2	-5	COc1ccccc1C(=O)Nn1cnc2ccccc2c1=O
-2	-19	COC(=O)c1c(C)nn(-c2ccccc2)c1N
-1	-10	COc1ccccc1NC(=O)CSC1CC(=O)N(c2ccc3c(c2)OCO3)C1=O (stereo not given)
-3	0	CC1CCc2nc(N)c(C#N)c(-c3cccnc3)c2C1 (stereo not given)
3	22	COc1ccc(OC)c(NC(=O)CSc2nnc(CNC(=O)COc3ccc(Cl)cc3)o2)c1
-5	-9	CCc1ccc(N(CC(=O)NC2CCCCC2)S(=O)(=O)c2c(C)noc2C)cc1
-4	-24	O=C(NCCCCNC(=O)c1cccnc1)c1cccnc1
1	9	CCCNS(=O)(=O)c1ccc(OCC(=O)NCc2ccco2)cc1
4	15	O=C(NCc1ccc(F)cc1)c1cc(-c2cccs2)on1
-3	-12	CCN(CC)C1CCCCC1NS(=O)(=O)c1ccc(Cl)cc1 (stereo not given)
2	-4	O=C(OCCN1C(=O)c2ccccc2C1=O)c1ccc(S(=O)(=O)N2CCCCCC2)cc1
-2	-5	COc1cc2[nH]c(=O)n(CCC(=O)NC3CCCC3)c(=O)c2cc1OC
2	33	COc1ccc(CNc2oc(-c3ccccc3)nc2C#N)cc1
0	18	CCOC(=O)Nc1ccc2c(c1)N(C(=O)OCCN(C)C)c1ccccc1CC2
5	34	CCCOC(=O)c1ccc(OCC(O)Cn2c(C)nc3ccccc32)cc1 (stereo not given)
0	13	CCOC(=O)CSc1nnc(CNC(=O)c2cccs2)n1CCc1ccccc1
3	12	CCCCC(=O)N(c1ccc(OC)cc1)C1C=CS(=O)(=O)C1 (stereo not given)

# Entries shown so far with an aryl thioether with sulfur outside any ring, in the order listed:
QS inhibitor	QS inhibitor GFP MFI %	molecule
-2	-1	CCSc1nnc(NC(=O)c2ccccn2)s1
1	7	COc1cc(-c2nnc(SCC(=O)c3ccc(C)cc3)o2)cc(OC)c1OC
0	-15	Cn1c(Cn2c(=O)sc3ccccc32)nnc1SCC(=O)NCc1ccc(F)cc1
-5	-4	N#CCSc1nc2ccccc2c(=O)n1CCC(=O)NCCc1ccccc1
-4	-9	COC(=O)c1cccc(NC(=O)CSc2nnc(COc3ccc(C#N)cc3)n2-c2ccccc2)c1
15	35	Cn1c(Cn2c(=O)sc3ccccc32)nnc1SCc1ccccc1
-15	-38	O=C(CCCn1c(SCC(=O)NC2CCCC2)nc2ccccc2c1=O)NCC1CCCO1 (stereo not given)
0	-9	c1n[nH]c(SCCCCSc2ncn[nH]2)n1
-4	-33	O=C(CSc1nc2ccccc2c(=O)n1Cc1ccco1)NCc1ccccc1
-1	-14	Cc1ccc(CNC(=O)CSc2n[nH]c(N)n2)cc1
-4	-9	Cc1nn(C)c(C)c1NC(=O)CCSc1nc(-c2ccco2)cc(C(F)(F)F)n1
0	-3	CSc1sc(C)cc1C1C(C#N)=C(N)N(c2cccnc2)C2=C1C(=O)CC(C)(C)C2 (stereo not given)
9	22	O=C(CSc1nnc(Cn2c(=O)sc3ccccc32)n1-c1ccccc1)NCC1CCCO1 (stereo not given)
-12	-29	CC1CCN(C(=O)CSc2nnc(CNC(=O)c3ccco3)o2)CC1
-2	0	CCOC(=O)NC(=O)CSc1nnnn1-c1ccc(Cl)cc1
3	22	COc1ccc(OC)c(NC(=O)CSc2nnc(CNC(=O)COc3ccc(Cl)cc3)o2)c1
0	13	CCOC(=O)CSc1nnc(CNC(=O)c2cccs2)n1CCc1ccccc1

# Screening results (PubChem BioAssay)
